Source: PubChem BioAssay (several laboratories)
Rv3671c inh: inhibits the M. tuberculosis serine protease Rv3671c | inhibition, % at 5.96 µM | 320,000 compounds, 0.048% hits | AID 2606; in the data active = inhibition above about 38%;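 note: extracellular domain of Rv3671c used as enzyme; 0% = enzyme with DMSO and 100% = no enzyme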
CCHFV vOTU inh: blocks the CCHF virus ovarian tumor domain protease; CCHFV vOTU protease, Pep-AMC fluorescence; 370,000 compounds, 0.55% hits; inhibition, % at 11.5 µM; AID 651958; in the data active = inhibition above about 30%; note: 0% = vehicle wells with enzyme and 100% = no enzyme wells
PrPC surface inh: reduces human prion protein on the cell surface; 370,000 compounds, 0.43% hits; cell surface PrPC, TR-FRET read-out; inhibition, % at 13.8 µM; P04156; in the data active = inhibition above about 24%; note: 0% = median of the test wells and 100% = reference compound wells
VHR inh abs: blocks human VHR1 dual specificity phosphatase | recombinant VHR phosphatase, pNPP absorbance | inhibition, % at 13.3 µM | 290,000 compounds, 0.52% hits; in the data active = inhibition above about 50%; note: some compounds called inactive have numbers as strong as hits
Target sequence (P51452 whole entry, looked up): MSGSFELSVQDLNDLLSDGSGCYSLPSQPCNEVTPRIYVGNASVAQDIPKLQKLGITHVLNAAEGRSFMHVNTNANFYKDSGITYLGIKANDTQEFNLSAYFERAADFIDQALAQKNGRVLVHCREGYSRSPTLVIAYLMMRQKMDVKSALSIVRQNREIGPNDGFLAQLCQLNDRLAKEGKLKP
Anthrax LF prot: anthrax lethal factor protease inhibition. P15917. multiplex microsphere protease cleavage assay, LF. inhibition, % at 10 µM. 360,000 compounds, 0.12% hits; note: plate controls were buffer without enzyme for full effect and enzyme alone for no effect
Target sequence (P15917 whole entry, looked up): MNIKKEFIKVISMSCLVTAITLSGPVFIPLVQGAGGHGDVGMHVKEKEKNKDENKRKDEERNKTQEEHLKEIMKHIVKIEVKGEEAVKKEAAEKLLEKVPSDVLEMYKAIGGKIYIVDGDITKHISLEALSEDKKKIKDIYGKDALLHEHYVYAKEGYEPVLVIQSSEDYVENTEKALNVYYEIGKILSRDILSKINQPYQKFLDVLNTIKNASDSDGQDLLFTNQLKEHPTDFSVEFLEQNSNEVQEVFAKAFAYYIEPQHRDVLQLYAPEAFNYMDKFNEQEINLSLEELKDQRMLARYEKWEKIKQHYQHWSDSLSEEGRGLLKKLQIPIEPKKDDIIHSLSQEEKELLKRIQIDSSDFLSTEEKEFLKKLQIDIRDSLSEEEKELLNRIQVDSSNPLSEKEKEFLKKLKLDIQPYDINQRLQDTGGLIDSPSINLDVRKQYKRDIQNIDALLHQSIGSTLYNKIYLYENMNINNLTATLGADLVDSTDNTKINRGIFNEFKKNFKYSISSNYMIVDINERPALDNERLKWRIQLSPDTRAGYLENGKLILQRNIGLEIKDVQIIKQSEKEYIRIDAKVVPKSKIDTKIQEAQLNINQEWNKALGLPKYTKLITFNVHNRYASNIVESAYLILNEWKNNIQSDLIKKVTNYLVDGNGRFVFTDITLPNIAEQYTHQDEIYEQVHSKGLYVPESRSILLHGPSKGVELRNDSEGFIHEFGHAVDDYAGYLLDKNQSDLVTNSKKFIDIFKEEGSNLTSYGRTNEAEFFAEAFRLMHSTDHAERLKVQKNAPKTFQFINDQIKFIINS
BoNT A protease: blocks Botulinum neurotoxin A light chain protease. multiplex microsphere protease substrate cleavage, flow cytometry. inhibition, % at 10 µM. 360,000 compounds, 0.17% hits; note: plate controls were buffer without enzyme for full effect and enzyme alone for no effect
BoNT F protease: blocks Botulinum neurotoxin F light chain protease; Multiplex microsphere protease cleavage assay, flow cytometry; 360,000 compounds, 0.22% hits; inhibition, % at 10 µM; in the data active = inhibition above about 35%, passing the limit was not always enough; inconclusive = no clear call, values can overlap the other calls; note: plate controls were buffer without enzyme for full effect and enzyme alone for no effect
MazF activator: activators of E. coli MazEF toxin-antitoxin RNase | FAM/BHQ RNA-DNA oligo cleavage fluorescence, 5 h | activation, % at 20 µM | 350,000 compounds, 0.32% hits | AID 504720; in the data active = activation above about 50%
Target sequence (P0AE70 whole entry, looked up): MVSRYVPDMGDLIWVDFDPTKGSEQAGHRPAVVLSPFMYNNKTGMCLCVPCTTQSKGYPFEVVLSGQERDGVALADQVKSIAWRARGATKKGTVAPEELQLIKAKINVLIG
SSB-PriA inh: inhibitors of Klebsiella pneumoniae PriA binding to SSB C-terminal tail; AID 1272365; 430,000 compounds, 0.6% hits; AlphaScreen SSBct-PriA binding, biotinylated peptide; inhibition, % at 33 µM; in the data active = inhibition mostly above about 37%, no sharp cut-off; inactive = mostly below about 20%;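 note: plate controls were negative control peptide for no effect and reference peptide for full effect; strong numbers were not always called active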
3CLpro inhibitor: SARS-CoV 3CLpro protease inhibition | recombinant SARS-CoV 3CLpro, quenched FRET peptide cleavage | inhibition, % at 6 µM | 290,000 compounds, 0.14% hits | AID 1706; in the data active = inhibition above about 12%
* marks the source's active call; other numbers are inactive results; ? = inconclusive; nt = no result given; & = joins results of further samples. Cut-off read from the data, not from the text of the source, unless noted: active = inhibition above about 30%; inconclusive = no clear call, values can overlap the other calls; inactive = below that. A portion of the library; count on the stated rates, not on these rows.

item	smiles	VHR inh abs	MazF activator	PrPC surface inh	CCHFV vOTU inh	Anthrax LF prot	SSB-PriA inh	BoNT A protease	3CLpro inhibitor	Rv3671c inh	BoNT F protease
1	CC1CN(C(=O)c2ccc3c(c2)OCO3)OC(c2ccccc2)O1 (centres undefined)	30	7	-3	4	2	-12	-0.2	5	-8	-2
2	CCn1cc(C(=O)NCCCN(C)c2ccccc2)c(=O)c2cc(S(=O)(=O)N(C)C)ccc21	24	0	-5	-3	-4	1	0.5	0	-3	-4
3	Cc1ccc(S(=O)(=O)N(C)C)cc1NC(=S)NC1CCCC(C)C1C (centres undefined)	-7	2	-3	-4	1	-3	0.3	0	6	5
4	COc1ccc(NC(=O)c2c(NC(=O)CNCc3ccco3)sc3c2CCC3)cc1	12	10	0	-5	4	-2	0.0	2	-1	4
5	CCOCCOC(=O)C(C)Oc1ccc(Oc2nc(Cl)ccc2Cl)cc1 (centres undefined)	6	-9	-2	2	-7	-72	-1.3	-2	-1	-6
6	Cc1ccc(S(=O)(=O)CC(=O)Nc2cc(C)on2)cc1	-20	6	-5	1	2	-13	2.5	-4	-16	9
7	CCC1C(=O)N=C(SCC(=O)Nc2ccccc2)NC1=O (centres undefined)	26	3	1	-4	0	-9	-0.7	0	-3	7
8	Cc1ccccc1OCC(=O)Nc1nnc(-c2ccncc2)s1	24	-4	7	-4	7	-10	-1.1	-4	4	?

Later entries.
item	smiles	VHR inh abs	MazF activator	PrPC surface inh	CCHFV vOTU inh	Anthrax LF prot	SSB-PriA inh	BoNT A protease	3CLpro inhibitor	Rv3671c inh	BoNT F protease
9	CCN(CC)CCOc1ccc(Br)cc1	18	13	-7	-16	-9	-4	-0.6	6	-1	-3
10	O=C(O)c1ccc2c(c1)C(=O)N(c1cccc(-c3nc4ccccc4s3)c1)C2=O	123*	-14	5	4	-4	-4	-0.3	-2	0	-2
11	O=[N+]([O-])c1ccc(N2CCOCC2)cc1SCc1ccco1	-2	5	-15	4	-1	13	-0.5	-1	0	1
12	CCn1cc(C(=O)NCCCN2CC(C)CC(C)C2)c2cc(OC)c(OC)cc2c1=O (centres undefined)	-1	-10	-5	-22	-3	3	0.2	-1	-11	9
13	N#CCC(=O)Nc1ccc(C(=O)NCCC(c2ccccc2)c2ccccc2)cc1	17	8	6	-2	-15	13	-2.5	4	-1	-4
14	CC(=O)N1c2ccc(S(=O)(=O)N3CCCCC3)cc2CC1C(=O)Nc1ccc(F)cc1C (centres undefined)	10	3	-1	7	?	3	?	1	5	?
15	Cc1cccnc1C1=NOC(Cc2ccccc2)C(=O)N1CCOc1ccc(F)cc1 (centres undefined)	nt	nt	0	14	-6	nt	-0.8	nt	nt	0
16	CC(=O)Nc1ccc(NC(=O)c2ccccc2CC[N+](=O)[O-])cc1	4	12	0	6	0	-5	-1.0	4	-6	?

Later entries
item	smiles	VHR inh abs	MazF activator	PrPC surface inh	CCHFV vOTU inh	Anthrax LF prot	SSB-PriA inh	BoNT A protease	3CLpro inhibitor	Rv3671c inh	BoNT F protease
17	CCc1nnc(NC(=O)CSc2sc3c(O)cc(=O)[nH]c3c2C#N)s1	-2	9	21	22	2	-2	0.9	-8	-5	-1
18	COc1ccccc1N1CCN(S(=O)(=O)CCNC(=O)C2CC(=O)N(c3ccccc3)C2)CC1 (centres undefined)	24	7	-8	6	7	6&8	0.9	1	1	-4
19	CC(=O)C1=C(c2ccccc2)NC(=O)NC1c1ccccc1OCC(=O)NCc1ccccc1 (centres undefined)	16	6	4	16	-3	-14	0.6	3	5	-7
20	CC1CCN(C(=O)CCNS(=O)(=O)c2ccccc2)CC1	11	0	-1	-2	1	-3	0.8	-7	-3	0
21	C=CCn1cc(CN2CCC(C(=O)Nc3ccc(Oc4cccnc4)cc3)CC2)c(C)n1	8	5	-5	2	0	0	-1.2	-5	-2	-1
22	CCOC(=O)C(C)Sc1nc(C2CC2)cc(C(F)(F)F)c1C#N (centres undefined)	15	3	-1	5	-8	-99	-1.1	-9	9	-7
23	CCCCC1CC2=C(C(=O)OC(C)(C)O2)C(c2ccc(Cl)cc2)O1 (centres undefined)	nt	nt	17	16	-2	nt	1.0	nt	nt	1
24	CN(C)CCSc1nc(N)c2c3c(sc2n1)CN(C)CC3	18	-1	-7	-22	3	10	3.1	-3	-10	-9

Exported as labelled records: part of the list above
6	Cc1ccc(S(=O)(=O)CC(=O)Nc2cc(C)on2)cc1
  VHR inh abs: -20
  MazF activator: 6
  PrPC surface inh: -5
  CCHFV vOTU inh: 1
  Anthrax LF prot: 2
  SSB-PriA inh: -13
  BoNT A protease: 2.5
  3CLpro inhibitor: -4
  Rv3671c inh: -16
  BoNT F protease: 9
23	CCCCC1CC2=C(C(=O)OC(C)(C)O2)C(c2ccc(Cl)cc2)O1 (centres undefined)
  VHR inh abs: nt
  MazF activator: nt
  PrPC surface inh: 17
  CCHFV vOTU inh: 16
  Anthrax LF prot: -2
  SSB-PriA inh: nt
  BoNT A protease: 1.0
  3CLpro inhibitor: nt
  Rv3671c inh: nt
  BoNT F protease: 1
14	CC(=O)N1c2ccc(S(=O)(=O)N3CCCCC3)cc2CC1C(=O)Nc1ccc(F)cc1C (centres undefined)
  VHR inh abs: 10
  MazF activator: 3
  PrPC surface inh: -1
  CCHFV vOTU inh: 7
  Anthrax LF prot: ?
  SSB-PriA inh: 3
  BoNT A protease: ?
  3CLpro inhibitor: 1
  Rv3671c inh: 5
  BoNT F protease: ?

More structures follow.
item	smiles	VHR inh abs	MazF activator	PrPC surface inh	CCHFV vOTU inh	Anthrax LF prot	SSB-PriA inh	BoNT A protease	3CLpro inhibitor	Rv3671c inh	BoNT F protease
25	CC(C)N(Cc1ccccc1)C(=O)COC(=O)c1ccc2ncsc2c1	nt	-3	-5	-6	-6	7	-0.4	nt	-4	4
26	Cc1ccc2nc(-c3cccs3)oc(=O)c2c1	27	-6	3	-8	-7	-5	-0.3	-1	52*	-2
27	CCC(=O)NC(=S)Nc1ccc(NC(=O)c2ccc(OC)cc2)cc1	42	0	-1	-8	1	-15	-0.6	-1	-11	-7
28	COc1ccc(N2CCN(C(=S)NCc3ccccc3)CC2)cc1	26	8	-4	8	-3	15	-0.9	-4	9	2
29	CCCCNC(=O)CC1S/C(=N/N=C/c2ccc(OC)cc2)NC1=O (centres undefined)	26	-4	-2	-13	-4	nt	-0.5	-2	-1	1
30	COc1ccc(-c2csc3nc(-c4cccnc4)nc(N4CCC(C(N)=O)CC4)c23)cc1OC	8	5	-7	3	1	7	0.9	2	3	-7
31	S=C(NCC1CCCO1)N1CCN(Cc2ccccc2Cl)CC1 (centres undefined)	12	0	-5	-10	2	0	-0.2	4	0	0
32	Cc1ccc(NC2CC(=O)N(c3cccc([N+](=O)[O-])c3)C2=O)cc1 (centres undefined)	31	7	-4	0	0	11	-0.2	6	4	-3

Going on with the list:
item	smiles	VHR inh abs	MazF activator	PrPC surface inh	CCHFV vOTU inh	Anthrax LF prot	SSB-PriA inh	BoNT A protease	3CLpro inhibitor	Rv3671c inh	BoNT F protease
33	CC1(C(=O)OCC(=O)Nc2ccc(Cl)cn2)CC1(Cl)Cl (centres undefined)	nt	-2	4	4	-1	-14	-0.4	nt	0	-1
34	CCOC(=O)c1c(NC(=O)COC(=O)Cn2cnc3ccccc32)sc(C)c1C	25	-12	0	4	3	2	0.3	-10	-3	13
35	CCN(CC)C(=O)C1=C(C)N(CCCN2CCCC2=O)C(=O)C(CC(=O)NC(c2ccccc2)c2ccccc2)C1 (centres undefined)	nt	7	3	1	0	nt	0.0	nt	nt	-5
36	CCOC(=O)CCC(=O)Nc1cccc([N+](=O)[O-])c1	-4	-4	4	-7	0	-1	0.3	-7	0	-5
37	Oc1ccccc1N1CCN(c2nc(-c3cccs3)nc3ccccc23)CC1	-5	7	1	-5	0	-14	-0.6	4	1	-10
38	CC1(C)CN=C(NCc2ccccc2Cl)S1	2	1	2	2	?	-3	?	-3	-12	?
39	COC(=O)Cn1cc(/C=C(/C#N)C(=O)N2CCOCC2)c2ccccc21	4	10	3	-5	1	-2	0.4	0	5	-2
40	O=C1[C@H](Cc2ccccc2)NCC=CC[C@H](c2ccc(Cl)cc2)N1Cc1ccccc1	nt	-6	-3	12	-8	0	-0.4	nt	nt	-4

Brought forward from above: 7 compounds, followed by the next part.
item	smiles	VHR inh abs	MazF activator	PrPC surface inh	CCHFV vOTU inh	Anthrax LF prot	SSB-PriA inh	BoNT A protease	3CLpro inhibitor	Rv3671c inh	BoNT F protease
34	CCOC(=O)c1c(NC(=O)COC(=O)Cn2cnc3ccccc32)sc(C)c1C	25	-12	0	4	3	2	0.3	-10	-3	13
35	CCN(CC)C(=O)C1=C(C)N(CCCN2CCCC2=O)C(=O)C(CC(=O)NC(c2ccccc2)c2ccccc2)C1 (centres undefined)	nt	7	3	1	0	nt	0.0	nt	nt	-5
36	CCOC(=O)CCC(=O)Nc1cccc([N+](=O)[O-])c1	-4	-4	4	-7	0	-1	0.3	-7	0	-5
37	Oc1ccccc1N1CCN(c2nc(-c3cccs3)nc3ccccc23)CC1	-5	7	1	-5	0	-14	-0.6	4	1	-10
38	CC1(C)CN=C(NCc2ccccc2Cl)S1	2	1	2	2	?	-3	?	-3	-12	?
39	COC(=O)Cn1cc(/C=C(/C#N)C(=O)N2CCOCC2)c2ccccc21	4	10	3	-5	1	-2	0.4	0	5	-2
40	O=C1[C@H](Cc2ccccc2)NCC=CC[C@H](c2ccc(Cl)cc2)N1Cc1ccccc1	nt	-6	-3	12	-8	0	-0.4	nt	nt	-4
41	O=C(CC1SC(=O)N(Cc2ccc(Cl)cc2)C1=O)Nc1nccs1 (centres undefined)	3	38	4	4	-3	0	-1.7	0	-9	-14
42	CCN1C(=O)/C(=C2\SC(N3CCOCC3)=NC2=O)c2ccccc21	-4	9	-2	-5	0	-5	-4.4	5	nt	-4
43	COc1nc(N)c(C#N)c(-c2ccc(N(C)CCC#N)cc2)c1C#N	-9	20	11	-9	-11	-10	-3.5	0	-4	?
44	O=C(CSc1nnc(-c2cccc(S(=O)(=O)N3CCOCC3)c2)n1C1CCCCCC1)NCc1ccccc1	21	-1	-10	6	-6	-17	-1.6	-7	9	-17
45	Cc1ccc(C)c(Cn2c3ccccc3c3cnn(CC(=O)NCCCN4CCOCC4)c(=O)c32)c1	21	5	2	9	4	9	4.9	-3	-4	5
46	CC1CN(C)C(C)C/C1=N/Oc1ccccc1[N+](=O)[O-] (centres undefined)	10	7	-8	5	2	nt	-0.9	1	2	4
47	OCC1(CCOc2ccccc2)CCN(C2Cc3ccccc3C2)CC1	8	0	-4	-11	1	-4	-0.5	5	7	-2
48	O=C(c1ccccn1)C1CCCN(Cc2nc(Cc3cccc(F)c3)no2)C1 (centres undefined)	21	4	2	8	-5	-4	-0.5	-1	-3	-2

(more compounds)
item	smiles	VHR inh abs	MazF activator	PrPC surface inh	CCHFV vOTU inh	Anthrax LF prot	SSB-PriA inh	BoNT A protease	3CLpro inhibitor	Rv3671c inh	BoNT F protease
49	COc1cc(OC)cc(-c2c(-c3cccs3)c3cc(-c4ccc(SC)cc4)ccc3n2C)c1	nt	-28	0	10	-5	15	0.6	nt	-7	8
50	Cc1ccc(N2C(N)=NC(N)=NC2(C)C)c(C)c1	12	2	2	1	5	10	0.5	-4	4	?
51	COC1=CC2(O)CCCC2=CC1=O (centres undefined)	20	4	3	2	4	-11	0.1	-6	1	0
52	CCOC(=O)C1=C(c2ccccc2)Nc2c(c(=O)n(C)c(=O)n2C)C1c1ccc(O)c(OC)c1 (centres undefined)	10	3	-10	11	-19	1	?	0	-12	0
53	O=C(COc1ccccc1[N+](=O)[O-])Nc1ccc(CN2CCOCC2)cc1	32	1	-2	-3	0	6	-0.1	7	2	2
54	Cn1c(CNC(=O)Cc2ccc3c(c2)OCO3)nnc1SCc1ccccc1	10	3	-4	1	2	-5	-0.6	1	4	-10
55	Cc1ccc(NC(=O)C2CCN(C(=O)OC(C)(C)C)CC2)cc1S(=O)(=O)N1CCCCC1	nt	-1	-4	17	2	-7	0.0	nt	-5	8
56	COCc1cc(=O)[nH]c(SC)n1	5	3	4	-16	45*	-5	?	1	-4	?
